hcGAS inh – human cGAS inhibition; Q8N884; recombinant h-cGAS, ATP depletion, Kinase-Glo luminescence; inhibition, % at 12.5 µM; 290,000 compounds, 0.081% hits; AID 1259398;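 note: 0% = vehicle reaction and 100% = reaction without DNA for no activity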
Target sequence (Q8N884 whole entry, looked up): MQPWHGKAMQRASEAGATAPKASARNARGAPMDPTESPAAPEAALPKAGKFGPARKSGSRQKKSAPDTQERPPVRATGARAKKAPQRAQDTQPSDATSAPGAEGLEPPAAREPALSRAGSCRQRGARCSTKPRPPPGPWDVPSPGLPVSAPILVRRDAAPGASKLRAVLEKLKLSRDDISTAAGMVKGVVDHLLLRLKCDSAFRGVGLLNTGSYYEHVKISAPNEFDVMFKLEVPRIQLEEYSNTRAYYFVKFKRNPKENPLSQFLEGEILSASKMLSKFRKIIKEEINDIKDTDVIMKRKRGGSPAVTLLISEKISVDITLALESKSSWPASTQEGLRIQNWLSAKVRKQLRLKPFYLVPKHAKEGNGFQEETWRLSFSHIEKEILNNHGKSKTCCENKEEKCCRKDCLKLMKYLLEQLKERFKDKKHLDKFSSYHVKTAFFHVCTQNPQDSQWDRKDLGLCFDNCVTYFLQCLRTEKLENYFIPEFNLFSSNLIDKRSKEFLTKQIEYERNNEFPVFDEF
NPYLR7 ag – mosquito NPYLR7 agonism; HEK293T NPYLR7/Galpha15, GCaMP6s calcium fluorescence; activation, % at 10 µM; 270,000 compounds, 0.15% hits; AID 1259423; in the data active = activation above about 40%;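 note: 0% = vehicle and 100% = reference agonist at the receptor; some compounds past the cut are filed as inactive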
mcGAS lum – blocks mouse cGAS activity | Q8C6L5 | recombinant cGAS, Kinase-Glo ATP depletion luminescence | inhibition, % at 12.5 µM | 160,000 compounds, 0.15% hits;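 note: 0% = negative control wells and 100% = reference inhibitor with no enzyme activity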
* = called active by the depositor; x = not tested or not shown; & = joins results of further samples. Cut-off read from the data, not from the text of the source, unless noted: active = inhibition above about 40%; inactive = the rest.

Values run as follows: hcGAS inh	NPYLR7 ag	mcGAS lum
Cn1c(=O)[nH]c(=O)c2c1nc(N1CCN(CCCc3ccccc3)CC1)n2Cc1ccc(F)cc1
  3	-7	x
O=C(CSc1nc2c(cnn2CCO)c(=O)[nH]1)NCc1ccco1
  -1	1	x
CCC1(C2CCN(C(=O)CCN3CCCCCC3=O)CC2)NC(=O)NC1=O (stereo unspecified)
  -4	10	-10
CC1CN(C(=O)CSc2nncs2)CCO1 (stereo unspecified)
  0	8	x
O=C(NNC(=O)c1ccccc1F)c1ccc(F)c(S(=O)(=O)N2CCCCC2)c1
  -5	5	x
Cc1cccc(CS(=O)(=O)Nc2ccc3c(c2)C(=O)N(C)c2cc(C)ccc2O3)c1
  0	6	x
CN1C(=O)NC(c2cccc(Oc3ccccc3)c2)C2=C1CN(Cc1ccco1)C2=O (stereo unspecified)
  -9	-3	-7
CC1(C)NC(=O)N(CCCCOc2ccccc2Cc2ccccc2)C1=O
  -10	-6	x
O=C(C1CCN(S(=O)(=O)c2ccc(F)c(F)c2)CC1)N1CCCc2ccccc21
  -1	3	x
CCc1nccn1CC1(CNC(=O)C2CC(=O)OC23CCCCC3)CC1 (stereo unspecified)
  -9	x	-7
O=C(NN=Cc1ccccc1O)C1(O)c2ccccc2-c2ccccc21
  -3	-7	x
Cc1oc(C)c(-c2ccc(Cl)cc2)c1C(=O)NCCc1c[nH]c2ccccc12
  -5	4	-4
OC1=C2OCC(C=C1I)O2 (stereo unspecified)
  4	1	x
CCOC(=O)c1ccc(S(=O)(=O)NCCOc2cc(N3CCN(C)CC3)ncn2)cc1
  -5	-1	x
COC(=O)c1nnn(-c2nonc2N)c1C(C)C
  -5	1	x
CCC(OC(=O)c1ccc2ccccc2n1)C(=O)Nc1cc(C)on1 (stereo unspecified)
  -10	x	-10
CCc1nc2ccc(C(=O)NC3CCN(Cc4ccccc4)CC3)cn2c1N(C)Cc1ccc(NC(C)=O)cc1
  3	-16	1
CCn1ccc(C(=O)N(Cc2cccnc2)c2nc3c(C(C)C)cccc3s2)n1
  -1	-1	x
COCC(=O)N1CCN(c2cc(Oc3ccc(C)cc3OC)ncn2)CC1
  -5	-9	-6
CC(C)c1onc(C(=O)N2C(C)CCCC2C)c1[N+](=O)[O-] (stereo unspecified)
  0	9	-1
C=CCn1c(SCc2ccc(F)cc2)nc2c1c(=O)n(C)c(=O)n2C
  0	2	x
Cc1cc(OCc2cccnc2)c(C)c2c1CCC([C@H](C)C(=O)NC1CC1)[C@H]2O (stereo partly specified)
  -5	-2	-9
COc1ccc(/C=C2/N=C(c3cccc([N+](=O)[O-])c3)OC2=O)cc1OC(C)=O
  -5	-3	-7
COc1cccc(Cc2nsc(Oc3ccc(CC(=O)Nc4ccc(F)cc4)cc3)n2)c1
  -9	13	-6
CCOc1cnn(-c2ccc(Cl)cc2)c(=O)c1Nc1ccc(C(=O)NCc2cccnc2)cc1
  -8	8	-3
Cc1cc(C)n(C(=O)c2sccc2S(=O)(=O)N(C)c2ccc(F)c(F)c2)n1
  -1	-3	-4
O=C(NNC(=S)NC1CC2CCC1C2)C1CC1 (stereo unspecified)
  -4	-2	x
CNC(=O)NC(=O)CN1CCN(c2ccc(C(C)=O)cc2F)CC1
  -4	1	x
Cc1n[nH]c(C)c1CCc1n[nH]c(=O)n1-c1cc(F)ccc1F
  -6	2	x
COC1CN(C2CCN(C(=O)c3sc(C)nc3C)CC2)C12CCOCC2 (stereo unspecified)
  -9	x	-4
CCNC(=S)N(Cc1ccc(OCc2nc(CO)cs2)cc1)C1CC1
  -4	11	-4
Cc1cc(C(=O)Nc2ccn(CCCN3CCCC3)n2)no1
  3	-6	x
COc1ccc(C)cc1NCc1ccc(C#N)cc1
  -5	3	x
O=C(c1ccc2c(c1)OCCO2)N1CCCCC1
  1	-5	-2
CC(C)(C)c1cc(/C=N\NC(=O)CSc2nc3ccccc3s2)cc(C(C)(C)C)c1O
  -4	-3	-5
Cc1cccnc1CN1CCN(Cc2ccc3nsnc3c2)CC1
  1	-1	x
O=C(CCSc1ccccc1F)NCc1ccccc1F
  -10	18	x
Cn1c2c(c(=O)n(C)c1=O)C(c1cccnc1)C1=C(N2)c2ccccc2C1=O (stereo unspecified)
  -5	2	x
O=C1NC(c2ccccc2)=C(C(=O)C(F)(F)F)C(c2ccc(OC(F)F)cc2)N1 (stereo unspecified)
  -7	0	x
NNc1nc(Cl)nc2nc[nH]c12
  -19	7	-7
CCC(C)(C)NC(=O)CONC(=O)C1CCCC1
  -1	10	x
CCc1nc2c(OCCc3cccc(OC)c3)cccn2c1N(C)C(=O)c1cccc(OC)c1
  -3	12	-2
COc1cc(CNCc2ccccn2)ccc1OCC(=O)NC(C)(C)C
  -2	14	x
COc1ccc(N2C(=O)CC(C(=O)Nc3ccc(Cl)cc3)SC2=NCCc2ccccc2)cc1 (stereo unspecified)
  -9	1	-6
O=C(C1CC1)N(Cc1ccc(C(F)(F)F)cc1)CC1CC(c2ccc(F)cc2)=NO1 (stereo unspecified)
  -8	24	-10
COc1ccc(C(=O)NN2C(=O)C3C4c5ccccc5C(C)(c5ccccc54)C3C2=O)cc1 (stereo unspecified)
  1	4	x
Nc1nsc(N2CCN(CC(=O)Nc3ccc(F)c(F)c3)CC2)n1
  -8	0	-12
Cc1cc(C(F)(F)F)nc(SCC(=O)NC2=NC(=O)C(C)S2)n1 (stereo unspecified)
  -1	-2	x
CC(C)CN(C1CCS(=O)(=O)C1)S(=O)(=O)c1ccc(Cl)cc1 (stereo unspecified)
  2	-6	x
CC1Sc2ccc(-c3ccco3)cc2N(Cc2ccccc2Cl)C1=O (stereo unspecified)
  -1	14	x

Following part
Values run as follows: hcGAS inh	NPYLR7 ag	mcGAS lum
Cc1ccccc1-c1c(-c2ccc([N+](=O)[O-])cc2)oc2cc(O)ccc2c1=O
  3	-6	2
Cc1cc(C(=O)Cn2ncc(Cl)c(Cl)c2=O)c(C)n1CC(F)(F)F
  4	-1	x
Cn1nnc2c(=O)n(Cc3ccc(F)cc3)cnc21
  -5	-1	x
O=C(CCC(=O)N1CCCC(CN2CCOCC2)C1)c1ccccc1 (stereo unspecified)
  -11	5	x
COc1ccccc1N1CCN(C2CCCN(C3CCN(C(C)C)CC3)C2)CC1 (stereo unspecified)
  -3	-2	-4
COCCN(CCOC)Cc1c(O)cc(C)c2c1O/C(=C\c1cc3ccccc3o1)C2=O
  -2	37	-3
CCN(CC)S(=O)(=O)c1ccc(OC)c(N2CCN(C(=O)C(C)Oc3ccccc3)CC2)c1 (stereo unspecified)
  -10	2	-8
Cc1ccc(-c2nc(OCC(C)C)nn2-c2ccc(NC(=O)c3ccc(Cl)cc3)cc2)cc1
  -3	23	-6
COc1ccc(Cc2nc(-c3ccc(Br)cc3)no2)cc1
  -6	7	-5
COC(=O)C(CN1CCN(C)CC1)C(O)c1ccncc1 (stereo unspecified)
  -8	2	-21
Cc1nc2cc3c(cc2[nH]1)OCCO3
  1	9	1
Cc1ccc2nc(C3CCN(C(=O)C4CCC(=O)N(C5CC5)C4)CC3)[nH]c2c1 (stereo unspecified)
  -11	6	x
O=C(NNC(=O)c1cc2cc(Br)ccc2oc1=O)c1ccc(COc2ccccc2)cc1
  -6	-4	-8
Cc1ccc(Oc2ncccc2CNC(=O)c2ccc(=O)n(C)n2)c(F)c1F
  -3	1	-19
COc1ccc(Br)cc1S(=O)(=O)Nc1cc(F)ccc1F
  -5	8	x
CC(C)C1CN(Cc2noc(C(C)(C)C)n2)CCC(=O)N1CC1CC1 (stereo unspecified)
  0	-3	x
COCC1=C(C(=O)OC)C(c2ccccc2F)C(C#N)C(=N)O1 (stereo unspecified)
  -4	-3	-6
CC(C)CN(CC(C)C)C(=O)c1c(NC(=O)c2ccccc2)sc2c1CCCC2
  -8	1	-9
O=C(Nc1ccc(Oc2ccc(Cl)c3cccnc23)c(Cl)c1)c1ccc([N+](=O)[O-])cc1
  -5	4	-7
CC(=O)NC1=NC(=O)/C(=C/c2cc3c(cc2Cl)OCO3)S1
  6	-10	2
CN(Cc1ccccc1)c1ccccc1NC(=O)NCCO
  -8	7	-17
CCN(CC)Cc1cnc2c(C(=O)Nc3ccc(-n4ccnc4)cc3)cnn2c1
  -4	-4	x
CC(NC(=O)C(C)N1CCCN2CCCC2C1)c1ccc2ccccc2c1 (stereo unspecified)
  -9&-8	7&5	x
CC(C)c1nc(Cn2ccnc2-c2ccncc2)no1
  -5	x	-10
O=C(NN=Cc1ccccc1C(F)(F)F)c1cccs1
  -5	-5	-6
CC(C)(C)OC(=O)N1CCN(CCCS(=O)(=O)c2ccccc2)C(C)(C)C1
  1	-20	1
Cc1occc1COC(=O)C1(C)CCOCC1
  -11	11	x
Cn1c(-c2ccc(Br)cc2)c[nH]c1=S
  1	-4	x
COC(=O)c1ccc(C(=O)OC)c(NC(=O)Oc2ccccc2)c1
  -2	0	-5
Cc1ccc(NC(=O)Cn2c(O)c(N=NC(=O)c3ccccc3O)c3ccccc32)cc1
  -6	-6	-3
COc1ccc(C2CCCN2Cn2nc(C3CC3)n(C3CC3)c2=S)cc1 (stereo unspecified)
  1	-2	x
Cc1c(C(=O)N2CC(C)OC(C)C2)cc(-c2ccccc2)n1-c1ccccc1Cl (stereo unspecified)
  -6	-1	-4
COC(=O)c1c(C)[nH]c(C(=O)OCc2csc(NC(C)=O)n2)c1C
  -7	2	x

Source: PubChem BioAssay (Fisher Drug Discovery Resource Center)
